PP5 primary – inhibitors of human protein phosphatase 5 (PP5); inhibition, % at 6.7 µM; 320,000 tested, 0.18% active; AID 1987; purified PP5c, OMFP substrate fluorescence;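 active = inhibition above the campaign's mean inhibition across all tested compounds plus 3 SD, cut at about 9.5% in these data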;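 note: 0% = DMSO only and 100% = 100 µM cantharidin control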
GASC-1 inh – blocks human GASC-1 demethylase activity | Q9H3R0 | GST-JMJD2C(1-420) H3K9me3 demethylation, DELFIA europium | inhibition, % at 2.35 µM | 330,000 tested, 0.069% active;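 active = more than half of a compound's replicate wells show inhibition beyond 50%, single wells judged on their own value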;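 note: signal counts dimethyl H3K9 product captured on neutravidin plate; 0% = median of DMSO wells and 100% = 0.3 times that DMSO median; strong numbers were not always called active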
PP1 inh – PP1-alpha (human) inhibition in PP5 counter-screen. 320,000 tested, 0.9% active. P62136. purified PP1alpha, OMFP fluorescence. inhibition, % at 6.7 µM;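 active = inhibition above the mean inhibition of all tested compounds plus 3 SD, computed separately for each screening campaign, cut at about 15% in these data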
Target sequence (P62136 whole entry, looked up): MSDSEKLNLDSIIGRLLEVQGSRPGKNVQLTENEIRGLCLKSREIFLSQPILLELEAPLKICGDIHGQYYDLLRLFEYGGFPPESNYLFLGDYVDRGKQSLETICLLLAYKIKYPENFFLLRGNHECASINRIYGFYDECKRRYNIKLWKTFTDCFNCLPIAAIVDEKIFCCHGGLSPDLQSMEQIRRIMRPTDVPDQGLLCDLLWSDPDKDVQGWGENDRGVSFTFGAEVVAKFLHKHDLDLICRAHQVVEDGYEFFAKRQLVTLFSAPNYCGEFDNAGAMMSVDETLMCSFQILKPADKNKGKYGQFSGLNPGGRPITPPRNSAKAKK
Efflux pump mplx – inhibitors of Candida antifungal efflux pumps expressed in yeast; 330,000 tested, 0.44% active; inhibition, % at 10 µM; S. cerevisiae Candida pump triplex, Nile Red efflux;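 active = plate passing quality check with inhibition over a set limit, or well fluorescence over plate mean plus 4 SD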;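 note: Nile Red retained in pooled yeast measured as flow cytometry median fluorescence; 0% = buffer negative control and 100% = Enniatin B positive control; higher means more Nile Red kept so more efflux inhibition; some compounds called inactive have numbers as strong as hits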
proCasp3 act – procaspase-3 (human) activation; P42574; recombinant procaspase-3 D3A, Ac-DEVD-pNA absorbance 405 nm; activation, % at 8.5 µM; 330,000 tested, 0.11% active; AID 463141;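 active = activation above the mean of all tested compounds plus 3 SD, cut at about 21% in these data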;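 note: 0% = DMSO alone and 100% = DMSO wells spiked with extra 5 µM PC-3 D3A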
Target sequence (P42574 whole entry D9A/D28A/D175A): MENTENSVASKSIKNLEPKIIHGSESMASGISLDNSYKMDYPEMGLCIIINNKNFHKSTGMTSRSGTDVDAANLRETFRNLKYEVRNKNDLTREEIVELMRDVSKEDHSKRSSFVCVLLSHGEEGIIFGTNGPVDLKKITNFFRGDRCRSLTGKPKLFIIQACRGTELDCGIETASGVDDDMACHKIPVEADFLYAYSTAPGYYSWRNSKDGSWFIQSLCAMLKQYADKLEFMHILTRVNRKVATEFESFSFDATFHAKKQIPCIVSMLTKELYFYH
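System: Procaspase-3 D3A mutant. Medium: Zinc-free 300 mM NaCl, 50 mM HEPES, 0.01% Triton X-100. Schedule: 1 h preincubation plus 2 h reaction at 25 °C. Measured by: 405 nm absorbance of p-nitroaniline, reads at 0 and 120 min. Read-out: percent activation relative to control range.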
CTSL1 counter – cathepsin L1 inhibition, PFM18AAP counter-screen; AID 1906; inhibition, % at 5.96 µM; 300,000 tested, 0.49% active; recombinant F. hepatica cathepsin L1, Z-Leu-Arg-MCA fluorescence;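 active = inhibition above the mean of all tested compounds plus 3 SD, set per screening campaign, cut at about 17% in these data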;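 note: 0% = plate median of test compound wells and 100% = 1 µM Z-Phe-Ala-diazomethylketone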
TPT1 inh – blocks Candida albicans tRNA 2'-phosphotransferase | inhibition, % at 5 µM | recombinant caTPT1, FP RNA substrate dephosphorylation | AID 1962 | 300,000 tested, 0.81% active;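 active = inhibition above the mean of all tested compounds plus 3 SD, set per screening campaign, cut at about 24% in these data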;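 note: plate controls were DMSO alone for no effect and ferristatin control at 100 nM for full effect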
proCasp7 act – counter-screen: procaspase-7 (human) activation; recombinant procaspase-7, Ac-DEVD-pNA absorbance 405 nm; D23A/D198A/D206A triple mutant, cannot self-cleave; scale: DMSO 0, 5 µM enzyme 100; activation, % at 8.5 µM; 330,000 tested, 0.093% active;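 active = percent activation above the screen-wide mean plus 3 SD, cut at about 25% in these data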
Target sequence (P55210 whole entry D23A/D198A/D206A): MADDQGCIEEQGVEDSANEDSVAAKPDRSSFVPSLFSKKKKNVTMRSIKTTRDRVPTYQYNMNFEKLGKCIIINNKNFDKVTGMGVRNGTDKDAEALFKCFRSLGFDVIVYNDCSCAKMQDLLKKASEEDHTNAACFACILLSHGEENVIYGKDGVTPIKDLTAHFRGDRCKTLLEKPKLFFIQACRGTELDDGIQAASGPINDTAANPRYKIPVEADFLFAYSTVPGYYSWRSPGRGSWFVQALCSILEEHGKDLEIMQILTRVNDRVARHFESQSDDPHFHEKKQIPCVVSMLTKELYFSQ
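System: Procaspase-7 triple mutant (PC-7 D3A); measure: % activation from two-timepoint absorbance difference, scaled to controls; times: 1 h compound preincubation, 2 h substrate cleavage, 25 °C; also added: Ac-DEVD-pNA substrate, 400 µM as added; measured by: Epi-absorbance of released pNA at 405 nm, two timepoints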
core dimer inh – HCV core protein dimerization inhibition; 300,000 tested, 0.33% active; TR-FRET GST/Flag-core106 dimerization, 1536-well; inhibition, % at 5 µM; AID 1899;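 active = inhibition above the mean of all tested compounds plus 3 SD, set per screening campaign, cut at about 45% in these data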
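Assay system: GST-tagged and Flag-tagged HCV core protein residues 1-106 / Times: compound-protein-antibody incubation 4 h at 22.5 °C / Signal: time-resolved FRET, ex 340 nm, em 617 and 671 nm / Evaluation: % inhibition based on acceptor/donor emission ratio / Benchmarks: wells lacking GST-core106 and wells with excess unlabelled core106 / Repeats: singlicate, one well per compound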
An asterisk follows results filed as active; · = not tested or not shown.

SMILES | PP5 primary | GASC-1 inh | PP1 inh | Efflux pump mplx | proCasp3 act | CTSL1 counter | TPT1 inh | proCasp7 act | core dimer inh
CC(C)(CNC(=O)c1cccc(F)c1)CNC(=O)c1cccc(F)c1 | 1.1 | 0 | -4 | -0.1 | -8 | -1 | 0 | 5 | -4
Cc1ccc(-c2nc(CSCC(=O)NCCCN3CCOCC3)c(C)o2)cc1 | 8.9 | -9 | -3 | -0.1 | -8 | 0 | 2 | 8 | 2
O=C(COc1cc(Cl)ccc1Cl)Nc1ccc2[nH]c(=O)[nH]c2c1 | -1.1 | -2 | 12 | -0.1 | -2 | 1 | 2 | -1 | 0
CCOC(=O)c1ccc(NC(=S)N2CCN(CCO)CC2)cc1 | -0.5 | -25 | -1 | -0.1 | 1 | 2 | -3 | -3 | 5
COC(=O)c1ccc(N2C(=O)CC(N3CCOCC3)C2=O)cc1 (stereo not given) | 2.6 | -8 | -4 | 0.0 | -21 | -4 | -5 | 0 | 11
CCCC1=Nc2cc(C(=O)NCCCN3CCN(C)CC3)ccc2Sc2ccccc21 | 2.4 | -16 | -11 | 1.4 | 3 | -3 | -3 | 0 | -8
COC(=O)c1ccccc1NC(=O)C1CCN(C(=O)c2ccc(OC)cc2)CC1 | -0.6 | 26 | -6 | 0.1 | 3 | 1 | -3 | 10 | -2
C(#CCN1CCOCC1)COCCCOC(c1ccccc1)c1ccccc1 | 0.8 | -6 | -4 | 0.3 | 5 | 1 | 3 | -4 | -2
COc1ccc(S(=O)(=O)N2CCN(CC(=O)NCCc3cccs3)CC2)cc1 | -1.9 | 9 | -6 | 0.0 | 1 | · | · | 4 | ·
N#Cc1nc(-c2cccc3ccccc23)oc1N | 2.7 | 1 | 1 | -0.1 | 4 | · | · | 11 | ·
CCN(CC)S(=O)(=O)c1cc(OC)c(Cl)cc1Cl | -0.5 | -2 | -3 | -0.4 | 5 | -5 | 1 | 0 | -3
O=C(NCCOc1ccccc1F)c1ccccc1SCc1ccc(F)cc1 | 2.9 | -16 | 1 | -0.3 | -7 | 0 | 1 | -2 | 0
N#Cc1ccc(C(=O)Nc2cccc3ccccc23)c(F)c1 | 1.4 | 0 | 0 | -0.1 | -3 | -1 | -5 | 8 | -6
COC(=O)c1ccc(C(=O)OC)c(NC(=O)Nc2ccc3c(c2)OCO3)c1 | -0.2 | 36 | -2 | 0.2 | -6 | 0 | -4 | 1 | -5
Cc1ccc(-c2nc3ccsc3c(=O)o2)cc1 | 0.8 | 8 | 1 | 0.0 | -6 | 4 | -2 | 5 | 38
O=C(NCCCN1CCCC1=O)c1ccc(OC(F)(F)F)cc1 | -1.1 | 9 | -1 | -0.1 | 1 | -1 | -2 | 6 | -1
CCC(NC(=O)OC(C)(C)C)C(=O)Oc1ccc2c3c(c(=O)oc2c1)CCC3 (stereo not given) | 1.0 | -6 | 0 | 0.0 | -12 | -1 | -1 | 5 | -1
CNC(=O)c1[nH]cnc1C(=O)N[C@@H](C)C(=O)OCc1ccccc1 | -0.4 | 2 | -3 | 0.0 | -6 | 1 | -2 | -1 | 7
COc1cc(NC(=O)c2ccccc2-n2cnnn2)cc(OC)c1 | 1.5 | 3 | -2 | 0.0 | 12 | 0 | -1 | 13 | 3
Cc1cc(-c2n[nH]c(=S)n2/N=C/c2cccc(O)c2)n[nH]1 | 1.0 | 1 | -1 | -0.1 | -3 | 0 | -1 | 4 | -1
COCCn1nnnc1C(c1ccc(OC)c(OC)c1)N1CCN(c2nc3ccccc3s2)CC1 (stereo not given) | 0.8 | 1 | -3 | 0.0 | -1 | 0 | -4 | 14 | 5
COc1ccc(NC(=O)NCc2ccco2)c(OC)c1 | 4.2 | -7 | -2 | 0.0 | -2 | 0 | 1 | 2 | -11
COc1ccc(C2(c3ccc(OC)cc3)NC(=O)NC2=O)cc1 | -0.2 | 11 | 0 | 0.1 | 8 | -2 | 1 | -1 | 2
Brc1ccc(OCCOCCOc2cccc3cccnc23)cc1 | 4.0 | 0 | 6 | -0.1 | -5 | 1 | -3 | 3 | 1
COc1ccc(C(C(=O)NC2CCCCC2)N(Cc2cccs2)C(=O)Cc2c[nH]c3ccccc23)cc1OC (stereo not given) | 3.5 | 1 | 4 | 0.0 | 1 | 0 | 0 | 2 | 17
CC1CCCCN1C(=O)COC(=O)c1cccc(NS(=O)(=O)c2ccccc2)c1 (stereo not given) | 5.5 | -7 | -9 | 0.1 | -1 | -9 | -5 | 4 | -1
O=C(CCc1ccccc1)NC(=S)Nc1ccccc1Br | 3.5 | -7 | 4 | -0.1 | -3 | 1 | -3 | -16 | 0
Cc1[nH][nH]c(=O)c1N=Nc1ccccc1Cl | 2.9 | 18 | 1 | 0.0 | -5 | 4 | 1 | 10 | -2
COc1cc(C(CCN2CCCC2)c2c(OC)cc(OC)c3ccc(=O)oc23)cc(OC)c1OC (stereo not given) | 0.6 | -4 | -4 | -0.1 | 2 | 4 | 0 | 1 | -6
CC(C)N(C(=O)c1ccc(C(=O)Nc2ccc([N+](=O)[O-])cc2)cc1)C(C)C | -3.5 | 17 | -7 | 1.4 | 6 | 2 | -6 | 4 | -3
Cc1cccc(C(=O)O/N=C/c2c(N3CCOCC3)n(C)c3ccccc23)c1 | -4.9 | -6 | 3 | -0.2 | -2 | 3 | 4 | -10 | 0
Cc1cccc(CNC(=O)c2ccc3nc(Cc4ccccc4F)oc3c2)n1 | 5.6 | 0 | 3 | -0.2 | 7 | 0 | -1 | 2 | 2
CC(C)(C)OC(=O)C[C@H]1C/C=C\C[C@@H](CC(=O)NCCO)C(=O)NC[C@@H](c2ccccc2)OC1=O | · | -1 | · | -0.2 | 4 | · | · | 16 | ·
O=C(NCCc1nnc2ccc(NCc3ccc(F)cc3)nn12)c1ccccc1 | -2.9 | -11 | -6 | 0.1 | 4 | 0 | 0 | -1 | -1
COc1cc2c(cc1OC)C1=C(C#N)CCC(=NC(=O)c3ccco3)N1CC2 | 2.8 | 11 | 0 | -0.1 | -4 | 4 | 0 | 2 | -1
Cc1cc(NC(=NC2CC2)c2ccccc2)n(-c2ccccc2)n1 | 1.4 | 0 | -1 | 0.2 | -6 | 6 | 4 | 4 | -4
O=C(CSc1nc2ncccc2[nH]1)NCc1ccccc1 | 0.7 | 4 | 1 | -0.2 | -9 | 2 | -1 | -19 | -2
CCOC(=O)N1CCN(C(=S)Nc2ccccc2C(C)C)CC1 | 1.3 | 13 | -3 | -0.1 | -3 | 1 | -3 | 2 | 1
CC(=O)Nc1cccc(C(=O)OCC(=O)NCc2ccc(F)cc2)c1 | -3.6 | 2 | -7 | 0.0 | -5 | -3 | 0 | -1 | -5
CCCNc1c(NS(=O)(=O)c2ccc3c(c2)CCCC3)c(=O)oc2ccccc12 | 0.9 | 0 | 3 | -0.1 | 7 | 3 | -4 | 6 | 19
Cc1ccccc1-c1nc(CN2CCC(C(=O)NCc3ccco3)CC2)c(C)o1 | 1.4 | 6 | 0 | 0.0 | -5 | -4 | 0 | 4 | -5
O=C(COC(=O)C1(c2ccccc2)CC1)NNC(=O)c1ccccc1F | 0.0 | 5 | 4 | 0.0 | 1 | 4 | -3 | 3 | -2
Cc1cc([N+](=O)[O-])nn1CCCC(=O)Nc1cccnc1Cl | 0.2 | 11 | -2 | 0.1 | 1 | -2 | 1 | 6 | 2
CCNc1nc(NCC)nc(OCCNS(=O)(=O)c2ccccc2)n1 | 3.1 | 2 | -3 | -0.1 | -4 | 1 | -3 | 3 | -2
Cc1nn(CC(=O)Nc2ccc(S(=O)(=O)N(C)C)cc2)c(C)c1[N+](=O)[O-] | 0.0 | 1 | -1 | -0.2 | 8 | -3 | 1 | -1 | 2

Complete entries, looked up by structure. Values in the order: PP5 primary	GASC-1 inh	PP1 inh	Efflux pump mplx	proCasp3 act	CTSL1 counter	TPT1 inh	proCasp7 act	core dimer inh
Profile of Cc1cccc(C(=O)O/N=C/c2c(N3CCOCC3)n(C)c3ccccc23)c1 = -4.9	-6	3	-0.2	-2	3	4	-10	0
Profile of Cc1cccc(CNC(=O)c2ccc3nc(Cc4ccccc4F)oc3c2)n1 = 5.6	0	3	-0.2	7	0	-1	2	2
Profile of O=C(CSc1nc2ncccc2[nH]1)NCc1ccccc1 = 0.7	4	1	-0.2	-9	2	-1	-19	-2

New compounds follow
SMILES | PP5 primary | GASC-1 inh | PP1 inh | Efflux pump mplx | proCasp3 act | CTSL1 counter | TPT1 inh | proCasp7 act | core dimer inh
O=C(c1ccc(C(F)(F)F)cc1)n1ccc(-c2cccs2)n1 | -1.5 | -11 | -7 | -0.2 | 3 | -2 | 0 | 5 | 4
CCOc1ccccc1/C=N/NC(=O)c1ccc(Cn2cc([N+](=O)[O-])cn2)o1 | 0.6 | -3 | -2 | -0.1 | -5 | 2 | 1 | -3 | 5
O=C(c1cnn(-c2ccccc2)c1)c1ccc2ccccc2c1O | 2.1 | 0 | 3 | -0.1 | -2 | -2 | 0 | 0 | 1
O=C(N/N=C/c1ccncc1)c1cccs1 | 1.5 | -2 | -1 | 0.1 | -3 | -1 | -1 | -15 | -4
O=C(Nc1ccc(-n2cnnn2)cc1)c1cccc(S(=O)(=O)N2CCCC2)c1 | -1.2 | · | 0 | -0.3 | -9 | · | · | 6 | ·
CC1CCCN(C(=O)C2(NC(=O)Nc3cccc(F)c3)CCCCC2)C1 (stereo not given) | 2.9 | 4 | -5 | 0.2 | -3 | 1 | 1 | 3 | -2
COc1ccccc1-n1c(SCC(=O)N2CCOCC2)nc2ccccc2c1=O | 0.7 | -2 | 0 | 0.1 | -2 | -2 | 5 | 1 | -8

Of the compounds above, these have a nitro group on carbon.
SMILES | PP5 primary | GASC-1 inh | PP1 inh | Efflux pump mplx | proCasp3 act | CTSL1 counter | TPT1 inh | proCasp7 act | core dimer inh
CC(C)N(C(=O)c1ccc(C(=O)Nc2ccc([N+](=O)[O-])cc2)cc1)C(C)C | -3.5 | 17 | -7 | 1.4 | 6 | 2 | -6 | 4 | -3
Cc1cc([N+](=O)[O-])nn1CCCC(=O)Nc1cccnc1Cl | 0.2 | 11 | -2 | 0.1 | 1 | -2 | 1 | 6 | 2
Cc1nn(CC(=O)Nc2ccc(S(=O)(=O)N(C)C)cc2)c(C)c1[N+](=O)[O-] | 0.0 | 1 | -1 | -0.2 | 8 | -3 | 1 | -1 | 2
CCOc1ccccc1/C=N/NC(=O)c1ccc(Cn2cc([N+](=O)[O-])cn2)o1 | 0.6 | -3 | -2 | -0.1 | -5 | 2 | 1 | -3 | 5

Assay outcomes: PubChem, several laboratories
